# All columns: NCI-60 one-dose screen, growth in % after 48 h at 10 µM unless noted; 100 = growth as untreated, 0 = no growth, -100 = all killed.
# PC-3 = PC-3 prostate cancer cells; hit rate 3.9% among 80,000
# DU-145 = DU-145 prostate cancer; AID 1794760; hit rate 4.2% among 81,000
# OVCAR-8 = OVCAR-8 ovarian cancer. hit rate 4.4% among 81,000. AID 1794782
# OVCAR-4 = OVCAR-4 ovarian cancer cells | AID 1794784 | hit rate 3.7% among 80,000
# SF-295 = SF-295 CNS cancer cells | hit rate 5.6% among 79,000
# U251 = U251 CNS tumor cells. hit rate 5.4% among 80,000. AID 1794753
# OVCAR-5 = OVCAR-5 ovarian cancer. AID 1794783. hit rate 2.9% among 82,000
# SK-OV-3 = SK-OV-3 ovarian cancer cells. hit rate 3.2% among 80,000
# OVCAR-3 = OVCAR-3 ovarian cancer; hit rate 7% among 79,000
# * = called active by the depositor; / = no result given; & = joins results of further samples; [ ] = remark or other dose. How the source made its calls: active means growth percent below 10; inactive means the rest.
SMILES,PC-3,DU-145,OVCAR-8,OVCAR-4,SF-295,U251,OVCAR-5,SK-OV-3,OVCAR-3
COc1ccc2c(c1)NC(=O)CN2c1nc(C)nc2ccccc12,15,-0.2*,13,45,14,16,52,31,-14*
CC(=O)O[C@H]1C(=O)N(Cc2ccncc2)C(=O)[C@@H]1OC(C)=O,84,105,102,108,96,88,101,100,107
O=C(O)CCC(=O)c1ccc2oc3ccccc3c2c1,101,115,95,110,123,99,107,110,117
N#CCCN(CCCN1CCOCC1)CN1C(=O)c2ccccc2C1=O,105,109,111,/,99,100,106,/,120
CN(C)c1ccc(N=Cc2cc[n+](C)cc2)cc1,95,154,95,95,112,102,99,167,115
CC(=O)c1ccc(C)c(N)c1,93,110,96,111,101,98,102,99,108
COc1ccc(CCn2cncc2-c2c[nH]c3ccc(Br)cc23)cc1,46,79,54,39,34,55,62,58,61
O=C1/C(=C\C(Cl)=C/c2ccc([N+](=O)[O-])cc2)SC(=S)N1CCc1ccc(O)cc1,-15*,5.7*,13,27,-31*,-88*,-34*,32,-54*
COc1cc(/C=C/C(=O)O)ccc1OCc1cn(-c2cccc([N+](=O)[O-])c2)nn1,96,108,99,106,97,100,107,101,110
O=C(O)c1cccc(Cc2cccc(C(=O)O)c2)c1,103,114,101,111,111,106,104,112,112
CC(=O)c1ccc(C(C)C)cc1,/,115,107,/,100,105,100,108,/
O=C1/C(=C/c2ccccc2)CCc2nc3ccccc3c(/C=C/c3ccc(Cl)cc3)c21,80,98,88,80,96,93,108,82,90
O=C(O)c1cc(I)c(O)c(I)c1,105,109,118,108,123,101,110,127,98
COc1cc(/C=C/c2cc(/C=C/c3ccc(O)c(OC)c3)n(C(=O)Nc3ccccc3Cl)n2)ccc1O,6.5*,1.3*,1.5*,6.6*,2.8*,2.3*,13,-33*,-27*
CN(C)c1ccc(C(=O)O)cc1,95,104,92,119,100,102,109,113,108
Cc1cc(O)c(C)c(C)c1Cl,108,134,106,/,114,104,100,108,113
C=Cc1c(C)c2cc3[nH]c(cc4nc(cc5nc(cc1[nH]2)C(C)=C5CCC(=O)OCC)C(CCC(=O)OCC)=C4C)c(C)c3C=C,97,98,111,87,95,102,94,99,92
CCCCCCOC(=O)/C=C(\CC(=O)OCCCCCC)C(=O)OCCCCCC,101,110,104,109,98,104,96,120,108
O=Cc1c(OCc2cnnn2CC(=O)Nc2ccc(F)cc2)ccc2ccccc12,100,104,93,88,106,99,102,/,96
COC(=O)c1cc(=O)nc(NN=C2CCCCC2)s1,101,118,102,104,/,100,97,113,117
CCCCOc1ccc(/C(C)=N/Nc2cc(C)nc3ccc(Br)cc23)cc1,80,96,88,101,76,32,113,89,101
Clc1ccc2c(c1)nnn1c3ncccc3c(Br)c21,79,91,72,77,62,59,101,51,71
N#C/C(=C\NC(N)=S)c1nc2ccccc2s1,90,108,105,100,100,100,98,93,103
Cc1cc(=O)[nH][nH]c1=O,90&89,112&113,97&105,112&123,99&102,100&97,114&98,111&96,115&103
CCCCC1(CC)COC(CCC)OC1 (stereo not given),82,102,101,115,119,95,96,104,108
O=C1CCc2c(sc3[nH]c(=S)n(Cc4ccc(Cl)cc4)c(=O)c23)C1,3.6*,24,7.8*,12,-6.7*,5.0*,12,-10*,6.7*
C=C(C)[C@@H]1CC[C@]2(COCCC#N)CC[C@]3(C)[C@H](CC[C@@H]4[C@@](C)(CCCNCCC#N)[C@H](C(=C)C)CC[C@]43C)[C@@H]12,20[100 µM],46[100 µM],3.9*[100 µM],/,65[100 µM],6.0*[100 µM],37[100 µM],65[100 µM],-0.4*[100 µM]
COc1ccccc1N=NNc1ccc(S(=O)(=O)NC(C)=O)cc1,102,116,105,87,113,/,97,102,105
Cc1ccc[n+](CC(O)c2ccccc2)c1 (stereo not given),71,114,99,117,100,89,107,78,106
CCN(CC)CCSCCNc1ccnc2cc(Cl)ccc12,85,96,101,89,105,92,109,108,95
Cn1cc(-c2nc(N)nnc2-c2c[nH]c3ccccc23)c2cc(Br)cnc21,13,21,5.8*,32,15,8.9*,22,26,9.2*
NC(=S)Nc1cccc(Cl)c1,99,135,95,88,102,98,91,144,106
C=CCn1c(SCC(=O)c2ccc(C)cc2)nnc1-c1c[nH]c2ccccc12,78,109,90,110,97,93,103,122,113
C#CCN1C(=O)c2cccc3c(-c4ccc5c(c4)c(-c4nc6ccccc6s4)cn5CC=C)ccc(c23)C1=O,100,106,100,114,98,100,104,113,103
O=C(CSc1nnnn1-c1ccccc1)c1cc2c(ccc3ccccc32)oc1=O,82,110,97,119,98,91,107,109,111
Cc1cc2n(n1)-c1ncccc1Oc1ccc(Cl)cc1-2,84,104,96,99,108,95,103,107,109
O=C1/C(=C/c2ccc(OCc3ccccc3F)cc2)Oc2cc(O)ccc21,66,58,59,43,48,26,112,86,44
C=CCCCCCCCCCBr,75,75,84,41,86,57,65,86,74
CNCc1cccc2c1OCCCCCCC(C)(O)CC(C)(C)S(=O)(=O)c1ccc(cc1)-c1cnc(N)c(n1)C(=O)N2 (stereo not given),16,9.4*,55,30,11,-71*,56,38,/
Cc1ccc(Nc2ccnc(Nc3ccc(-c4nnc(N)s4)cc3)n2)c(C)c1,94,101,105,92,98,101,94,91,93
Cc1ccc(Nc2nc(=O)[nH]c(N)c2N=O)cc1C,99,113,95,/,99,98,101,103,100
COc1ccc2[nH]cc(C(c3cc(F)cc(F)c3)c3c[nH]c4ccc(OC)cc34)c2c1,50,96,87,94,79,87,85,95,90
CC(=O)Oc1cc2c(cc1Br)OCO2,71,93,82,79,104,80,93,90,85
COc1cc(CN(CCC(O)N2CCCC2=O)Cc2ccccc2)cc(OC)c1OC (stereo not given),82,120,99,105,106,106,104,94,125
CCC(=O)c1ccc(Cl)s1,98,111,101,109,113,95,105,114,112
CCOC(=O)Cn1cnc(C)c1,97,105,107,115,115,105,104,100,107
O=C(CSc1nc2ccccc2c(=O)n1-c1ccccc1)N/N=C/c1ccc(Oc2ccc(Cl)cc2)cc1,59,38,59,74,84,15,81,83,111
N#CC1=C(N)Oc2c(ccc3cccnc23)C1c1ccccc1 (stereo not given),23,18,45,45,18,23,56,58,-6.8*
C=CC[N+]1(CC)CCN=C1CCCCCCCCCCCCCCCCC (stereo not given),-69*,-100*,-95*,-72*,-31*,-100*,-97*,-79*,-94*
CCCn1cnc2c(c1=N)C(c1ccc(F)cc1)c1sc3c(F)cccc3c1O2 (stereo not given),50,77,59,77,28,31,81,71,10
COc1nc(N)nc2c1N=C(c1ccc(C(F)(F)F)cc1)c1ccccc1N2,94,101,99,99,65,89,85,100,106
O=C(CSc1nc2c(c(=O)[nH]1)CCCC2)Nc1cccc(C(=O)O)c1,128,111,101,109,111,104,126,94,131
CCCn1c(=S)sc2c(N/N=C/c3ccc(Cl)cc3)nc(C)nc21,94,97,99,71,124,81,100,104,87
Clc1ccc(Cc2nnc3sc(-c4ccc5c(c4)OCCO5)nn23)cc1,100,114,98,101,101,101,96,112,/
CC(C)(C)n1nnnc1C(Nc1cccc(C(F)(F)F)c1)c1cc2cccc3ccc4cccc1c4c32 (stereo not given),61,88,91,76,82,95,86,91,/
CCCC1OCCS1 (stereo not given),97,102,98,101,105,97,107,110,108
O=C1NCC(=O)N(Cc2cccnc2)[C@H]1Cc1ccccc1,86,110,95,107,106,94,104,74,115
N#Cc1ccc(NS(=O)(=O)c2ccc(-c3ccc(Cl)cc3Cl)cc2)cc1,79,98,86,68,78,83,99,84,90
O=C(O)C1=C(C(=O)O)C2CCC1C2,101,107,106,108,112,101,101,103,107
[O-]/[N+](=C\c1ccccc1)CC1(O)CCCCC1,108,109,100,96,/,98,96,113,111

# An excerpt of these results, field by field:
smiles: O=C(CSc1nc2ccccc2c(=O)n1-c1ccccc1)N/N=C/c1ccc(Oc2ccc(Cl)cc2)cc1
  PC-3: 59
  DU-145: 38
  OVCAR-8: 59
  OVCAR-4: 74
  SF-295: 84
  U251: 15
  OVCAR-5: 81
  SK-OV-3: 83
  OVCAR-3: 111

smiles: N#CC1=C(N)Oc2c(ccc3cccnc23)C1c1ccccc1 (stereo not given)
  PC-3: 23
  DU-145: 18
  OVCAR-8: 45
  OVCAR-4: 45
  SF-295: 18
  U251: 23
  OVCAR-5: 56
  SK-OV-3: 58
  OVCAR-3: -6.8*

smiles: C=CC[N+]1(CC)CCN=C1CCCCCCCCCCCCCCCCC (stereo not given)
  PC-3: -69*
  DU-145: -100*
  OVCAR-8: -95*
  OVCAR-4: -72*
  SF-295: -31*
  U251: -100*
  OVCAR-5: -97*
  SK-OV-3: -79*
  OVCAR-3: -94*

smiles: CCCn1cnc2c(c1=N)C(c1ccc(F)cc1)c1sc3c(F)cccc3c1O2 (stereo not given)
  PC-3: 50
  DU-145: 77
  OVCAR-8: 59
  OVCAR-4: 77
  SF-295: 28
  U251: 31
  OVCAR-5: 81
  SK-OV-3: 71
  OVCAR-3: 10

# (continued)
SMILES,PC-3,DU-145,OVCAR-8,OVCAR-4,SF-295,U251,OVCAR-5,SK-OV-3,OVCAR-3
COc1ccc(C(=O)C2=Cc3c(C)c4ccccc4n3Cc3cnnn32)cc1,82,112,93,107,98,98,88,81,104
C=CCON(C)c1ccccc1,103,110,100,94,99,99,101,100,103
Cc1cccc(-c2n[nH]c(=S)n2N2C(=O)CSC2=S)c1,103,107,100,104,100,101,97,102,105
Cc1cccc[n+]1CCC1CCCCC1,79,102,82,83,104,82,102,81,95
COc1ccc2ncc(C#Cc3cncc(C(=O)Nc4ccc(CN5CCN(C)CC5)c(C(F)(F)F)c4)c3)n2n1,-60*,-100*,-49*,-75*,-98*,-60*,-95*,50,-93*
O=C(Nc1nc2ccccc2s1)c1ccc(F)cc1,97,108,109,85,103,100,101,108,104
CCOc1ccc([C@H]2C(C(=O)c3ccc(Cl)cc3)C3(N[C@@H]2c2ccccc2)C(=O)Nc2ccccc23)cc1 (stereo not given in full),50,84,78,76,58,71,87,95,68
CN(C)CCCNC(=O)c1cncnc1Nc1ccc2c(ccn2Cc2cccc(F)c2)c1,86,98,101,116,106,69,97,111,93
Cc1ccc(-c2csc(NC(=O)CSc3nc(-c4ccccc4)c(C#N)c(=O)[nH]3)n2)cc1,92,104,96,120,97,96,101,95,98
COc1cc2ccccc2cc1C(=O)NC(=S)Nc1ccc(-c2nc3ccccc3o2)cc1,89,80,88,56,94,94,101,/,97
COc1ccc(C2=NN(c3ccccc3)C(c3ccc(OCc4ccc(C)cc4)c(OC)c3)C2)cc1OC (stereo not given),97,97,77,83,95,94,110,92,110
COc1ccc2cc(C#Cc3ccc(-n4c(/C=C/c5ccnc6ccccc56)nc5ccccc5c4=O)c(C)c3)ccc2c1,70,112,100,87,107,100,106,102,113
FC(F)(F)c1ccc2nc(-c3nc(-c4ccccc4)n4ccccc34)[nH]c2c1,40,69,17,-3.4*,104,60,86,53,79
COc1cc(CNC(=O)Cc2ccccc2)ccc1OCc1cn(-c2cccc(C(F)(F)F)c2)nn1,101,98,70,47,90,99,100,/,95
CC(=O)Nc1cc2c(cc1[N+](=O)[O-])-c1ccc(F)cc1C2,65,95,90,87,93,90,92,88,/
O=c1nc2oc3ccc4ccccc4c3cc-2s1,/,19,30,62,10.0*,13,53,29,6.0*
NS(=O)(=O)c1ccc(NC(=O)N2CCN(Cc3ccccc3)CC2)cc1,98,112,102,104,100,113,103,99,115
Clc1nc(N2CCOCC2)c2[nH]cnc2n1,93,109,97,103,95,99,99,85,115
Fc1ccc2[nH]cc(-c3nonc3-c3c[nH]c4ccc(Br)cc34)c2c1,27,42,27,36,9.7*,14,37,44,34
Cc1ccc(/C=C(\C#N)c2nc(N)nc(Nc3ccc(S(N)(=O)=O)cc3)n2)cc1,102,99,103,96,101,95,103,92,/
COc1ccccc1Cn1cc(C#N)c(N)c1C(=O)c1ccc(C#N)cc1,102,108,100,109,100,106,102,101,123
COc1c(O[C@@H]2OC[C@@H](O)[C@H](O)C2O)cc2oc3cc(O)c(CC=C(C)C)c(O)c3c(=O)c2c1CC=C(C)C (stereo not given in full),73,85,82,82,98,77,97,105,89
NC(CC(=O)O)C(=O)OCc1ccccc1 (stereo not given),103,109,101,90,93,/,101,83,110
N#Cc1ccc(NC(=O)COc2ccc(/C=C3\C(=O)Nc4ccc(Cl)cc43)cc2)cc1,66,90,90,99,95,84,94,91,/
COc1ccc(-c2cc(-c3cccc(NS(C)(=O)=O)c3)nc(N)c2C#N)cc1,9.4*,5.8*,38,51,0.5*,29,54,20,-48*
N#Cc1c(-c2ccc(Br)cc2)cc(-c2c[nH]c3ccccc23)nc1-c1c[nH]c2ccccc12,94,107,96,102,99,95,107,101,/
COc1ccc(-c2nc3cc(/C=N/c4nc5ccc(N6CCN(C)CC6)cc5s4)ccc3s2)cc1OC,100,108,105,103,100,94,100,/,107
CC1CCN(C(=O)OCc2nc3nc(Cl)nc(N4CCOCC4)c3[nH]2)CC1,-59*,-77*,-29*,-54*,88,-89*,-38*,63,-93*
COc1ccc(/C(Cl)=N/N=C(\Cl)c2cc(OC)c(OC)c(OC)c2)cc1O,52,111,85,96,98,84,106,71,108
COc1ccc(-c2nnc(CSC3=NC(c4ccc(F)cc4)C(C(C)=O)=C(C)N3)o2)cc1 (stereo not given),81,94,91,88,101,85,103,82,99

# Whole records, looked up by structure. Order of values: PC-3, DU-145, OVCAR-8, OVCAR-4, SF-295, U251, OVCAR-5, SK-OV-3, OVCAR-3
# O=C(CSc1nc2ccccc2c(=O)n1-c1ccccc1)N/N=C/c1ccc(Oc2ccc(Cl)cc2)cc1 reads 59, 38, 59, 74, 84, 15, 81, 83, 111
# O=C1/C(=C/c2ccccc2)CCc2nc3ccccc3c(/C=C/c3ccc(Cl)cc3)c21 reads 80, 98, 88, 80, 96, 93, 108, 82, 90
# N#C/C(=C\NC(N)=S)c1nc2ccccc2s1 reads 90, 108, 105, 100, 100, 100, 98, 93, 103
# CCCn1c(=S)sc2c(N/N=C/c3ccc(Cl)cc3)nc(C)nc21 reads 94, 97, 99, 71, 124, 81, 100, 104, 87

# From PubChem BioAssay
